High-throughput results: PubChem, Sanford-Burnham Center for Chemical Genomics
SENP7 block = SENP7 protease inhibitors, primary screen, biochemical, luminescence, uHTS; actives 1.5% (n = 330,000); recombinant SENP7, Z-RLRGG-aminoluciferin luminescence, 40 min; inhibition, % at 5 µM;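 active = inhibition above about 50% at the single test dose, limit read from the data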;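 also: plate controls were DMSO with enzyme for no effect and no enzyme buffer wells for full effect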
GRIN3A LBD mod = binders of NR3A ligand-binding domain, primary screen, biophysical, differential scanning fluorimetry, uHTS; actives 2.5% (n = 340,000); Tm shift relative to glycine control, % at 25 µM; Glutamate receptor ionotropic, NMDA 3A (GRIN3A) ligand-binding domain; NR3A LBD differential scanning fluorimetry, Tm shift; 0% = protein alone, 100% = glycine-bound protein;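 active = melting temperature shift of at least 10% of the positive control shift, at one fixed dose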
PfGluPho inh = PfG6PD enzyme inhibitors, primary screen, biochemical, fluorescence intensity, uHTS | inhibition, % at 20 µM | PfGluPho enzyme, NADPH resazurin-diaphorase fluorescence | actives 0.78% (n = 350,000) | glucose-6-phosphate dehydrogenase-6-phosphogluconolactonase (Plasmodium falciparum 3D7);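 active = inhibition reaching at least a set limit at 20 µM in the primary screen, cut at about 59% in these data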;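 also: 0% = DMSO wells with substrate and 100% = DMSO wells lacking glucose-6-phosphate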
SENP6 block = SENP6 protease inhibitors, primary screen, biochemical, luminescence, uHTS; inhibition, % at 10 µM; AID 2599, 2010; Recombinant SENP6 catalytic domain, aminoluciferin luminescence; actives 1.8% (n = 330,000);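 active = inhibition above about 50% at the single tested dose, limit read from the data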;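 also: plate controls were DMSO wells with enzyme for no effect and DMSO wells lacking enzyme for full effect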
ATG4B inhibitor = ATG4B protease inhibitors, primary screen, biochemical, fluorescence, uHTS. inhibition, % at 8.33 µM. Cysteine protease ATG4B (Homo sapiens), Q9Y4P1. actives 0.51% (n = 340,000). ATG4B cleavage of LC3-PLA2, NBD-HPC fluorescence, 1 h; in the data active = inhibition above about 40%
MPTP inh = mitochondrial permeability transition pore inhibitors, primary screen, biochemical, isolated mouse mitochondria, absorbance; Ca2+ swelling absorbance, 30 min; inhibition, % at 10 µM; actives 1.4% (n = 360,000); AID 602449, 2012;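 active = inhibition of 50% or more, scaled per plate between neutral and stimulator controls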;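 also: 0% = DMSO wells given calcium and 100% = 1 mM EGTA wells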
SENP8 inh = human SENP8 protease inhibitors, primary screen, biochemical, fluorescence, Nedd8 protein substrate, uHTS; Sentrin-specific protease 8 (Homo sapiens), Q96LD8; recombinant SENP8; actives 0.64% (n = 360,000); inhibition, % at 20 µM; in the data active = inhibition mostly above about 40%, no sharp cut-off; inactive = mostly below about 27%
HKDC1 inhibitor = HKDC1 hexokinase inhibitors, primary screen, biochemical, fluorescence, uHTS; recombinant HKDC1, G6PDH/diaphorase resazurin coupled fluorescence; inhibition, % at 20 µM; actives 0.16% (n = 340,000); Q2TB90;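 active = inhibition above about 35% when tested at 20 µM, limit read from the data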;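 also: plate controls were DMSO wells with enzyme for no effect and DMSO wells lacking enzyme for full effect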
Target sequence (Q2TB90 whole entry, looked up): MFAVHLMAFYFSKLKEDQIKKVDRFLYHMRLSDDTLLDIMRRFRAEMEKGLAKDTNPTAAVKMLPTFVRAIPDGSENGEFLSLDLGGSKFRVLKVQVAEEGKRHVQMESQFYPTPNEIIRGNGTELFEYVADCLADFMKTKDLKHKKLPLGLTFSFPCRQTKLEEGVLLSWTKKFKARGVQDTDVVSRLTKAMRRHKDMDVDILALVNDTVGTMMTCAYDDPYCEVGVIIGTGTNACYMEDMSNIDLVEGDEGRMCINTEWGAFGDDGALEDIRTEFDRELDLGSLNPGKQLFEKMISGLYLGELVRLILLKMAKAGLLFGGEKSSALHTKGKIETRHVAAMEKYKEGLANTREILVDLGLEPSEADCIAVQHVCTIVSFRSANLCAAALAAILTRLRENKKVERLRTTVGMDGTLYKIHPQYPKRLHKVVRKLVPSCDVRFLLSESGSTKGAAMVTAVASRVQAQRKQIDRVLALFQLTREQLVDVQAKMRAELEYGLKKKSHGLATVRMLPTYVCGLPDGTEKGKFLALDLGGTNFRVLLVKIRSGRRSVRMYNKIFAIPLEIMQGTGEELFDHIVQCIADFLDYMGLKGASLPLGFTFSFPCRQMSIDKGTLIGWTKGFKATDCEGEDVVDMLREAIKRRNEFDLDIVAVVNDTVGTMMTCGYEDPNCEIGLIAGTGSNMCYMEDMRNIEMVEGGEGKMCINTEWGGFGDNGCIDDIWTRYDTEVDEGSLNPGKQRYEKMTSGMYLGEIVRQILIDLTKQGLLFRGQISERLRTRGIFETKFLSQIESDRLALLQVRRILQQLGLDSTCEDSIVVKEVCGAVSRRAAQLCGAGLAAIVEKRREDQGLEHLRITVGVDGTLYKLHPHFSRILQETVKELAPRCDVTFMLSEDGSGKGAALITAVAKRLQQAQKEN
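Test system: recombinant HKDC1 (HK5) hexokinase enzyme, produced in-house / Doses: 20 µM test compound, 1% DMSO / Timing: 90 min, room temperature / Detection: G6PDH/diaphorase-coupled fluorescence, 1 mM NADP, 100 µM resazurin, 525/613 nm / Control set: DMSO wells with and without enzyme mix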
The depositor's hits bear a star; x = not tested or not shown. Rows were taken by chance. About 6.9% of those tested had a hit in this group.

#	Molecule	PfGluPho inh	SENP6 block	ATG4B inhibitor	GRIN3A LBD mod
1	COc1ccc(/C=N/NC(=O)c2cccc3ccccc23)c(OC)c1OC	5	-4	-11	-3
2	Cc1ccc(OCC(=O)c2cc(C)n(C3CC3)c2C)c([N+](=O)[O-])n1	-2	4	5	0
3	COc1ccc(-c2nn3c(-c4ccccn4)nnc3s2)cc1OC	-14	-23	-11	-2
4	Clc1ccccc1OCCn1ccnc1	4	1	-1	2
5	Cc1ccc(CCNC(=O)CS(=O)Cc2nc(-c3ccccc3Cl)oc2C)cc1 (stereo unspecified)	-7	9	-4	5
6	CNc1nc(-c2ccc3c(c2)CCN3C(=O)c2ccc(F)cc2)cs1	18	x	-9	-1
7	Cn1c(SCC(=O)Nc2cccc(NC(=O)c3cccs3)c2)nnc1-c1ccncc1	-11	0	4	3
8	CCOC(=O)c1c(C)[nH]c(C(=O)CN2C(=O)NC(C)(C)C2=O)c1C	-2	-8	2	2
9	CC(=O)c1ccc(NC(=O)N2C3CCC2CC(O)(c2cccnc2)C3)cc1 (stereo unspecified)	-3	9	-6	-3
10	CC(C)OCCCNCC(O)c1ccccc1 (stereo unspecified)	-4	2	-2	8

#	HKDC1 inhibitor	SENP8 inh	MPTP inh	SENP7 block
1	-8	-104	-0.7	0
2	-4	15	0.1	4
3	-9	-224	1.3	-2
4	-13	12	-0.1	-2
5	4	-7	-0.1	-5
6	-1	8	1.4	x
7	5	18	0.8	1
8	2	0	1.7	3
9	-1	3	-3.9	1
10	-6	4	-1.4	3

New compounds follow
#	Molecule	PfGluPho inh	SENP6 block	ATG4B inhibitor	GRIN3A LBD mod
11	O=C(NCCc1ccccc1)c1cccc(NC(=O)C2CCCC2)c1	28	x	x	1
12	CCCOc1cc(C)c(S(=O)(=O)N2CCN(C)CC2)cc1C	-13	2	0	1
13	Cc1cc(NC(=O)/C=C/c2ccccc2Cl)no1	10	3	-15	0
14	COc1ccc(CN2CCN(C(=O)c3cccnc3)CC2)cc1Br	1	-7	-2	-15
15	COC(=O)c1ccccc1NC(=O)CC(=O)Nc1ccccc1C(=O)OC	-10	21	6	1
16	Cc1c(C(=O)N2CCc3ccccc3C2)oc2ccc(S(=O)(=O)N3CC(C)CC(C)C3)cc12 (stereo unspecified)	10	3	15	-1
17	CCN(C(=O)CN1CCN(c2ccc(OC)cc2)CC1)c1c(N)n(Cc2ccccc2)c(=O)[nH]c1=O	-3	-3	-4	0
18	CN(/C=C1/C(=O)CNC1=O)CCO	-5	-15	-10	0
19	OCC(O)C1OC(Nc2ccc(Br)cc2)C(O)C1O (stereo unspecified)	23	5	5	1
20	Cc1cc(C(=O)O)c(CCCN)s1	-4	-5	-1	-1

#	HKDC1 inhibitor	SENP8 inh	MPTP inh	SENP7 block
11	-4	10	0.1	x
12	-4	10	1.2	-2
13	-2	7	1.2	7
14	-8	13	-0.1	3
15	-1	-46	0.8	5
16	-3	11	1.4	6
17	1	9	-2.1	-4
18	-6	8	-0.1	-5
19	-11	12	-2.1	-1
20	4	4	-1.6	-5

New compounds follow.
#	Molecule	PfGluPho inh	SENP6 block	ATG4B inhibitor	GRIN3A LBD mod
21	Cc1c(Cc2c(C)n(C)n(-c3ccccc3)c2=O)c(=O)n(-c2ccccc2)n1C	-7	0	0	-1
22	COc1cccc(CNC(=O)c2ccccc2NC(=O)C2=C(C)OCCS2)c1OC	5	4	-3	112*
23	O=C(CCCC(=O)c1ccc(O)cc1)c1ccc(O)cc1	-9	93*	5	-5
24	CCOc1ccc(NS(=O)(=O)c2ccc(C(=O)N3CC(C)OC(C)C3)cc2)cc1 (stereo unspecified)	-4	5	-1	1
25	NC(=O)c1cc(S(=O)(=O)N2CCCC2)ccc1OCCOc1ccccc1F	10	5	5	3
26	COCCCn1c(=O)c2ccccc2n(CC(=O)NCCC2=CCCCC2)c1=O	5	-8	-3	-2
27	Cc1ccc(N(CC(=O)N/N=C/c2cccnc2)S(=O)(=O)c2ccccc2)cc1	2	8	-24	-3
28	CC(=O)c1cc(CN2CCN(CCc3ccccc3)C(CCO)C2)cs1 (stereo unspecified)	2	3	-2	2
29	CCN(CC)CCCSc1nc2ccccc2s1	-1	-15	-2	-2
30	Nc1cc2sc(-c3ccc(C(=O)O)cc3)nc2cc1Cl	-3	97*	8	-5

#	HKDC1 inhibitor	SENP8 inh	MPTP inh	SENP7 block
21	-9	-2	-1.2	3
22	-7	12	0.9	-12
23	4	16	0.9	74*
24	1	1	-2.4	-11
25	-1	6	-0.9	0
26	-3	12	-0.4	-2
27	-8	-3	2.0	-1
28	-6	14	-0.9	-6
29	-3	12	-0.5	3
30	4	-308	-0.7	100*

Further compounds
#	Molecule	PfGluPho inh	SENP6 block	ATG4B inhibitor	GRIN3A LBD mod
31	CN(C)CC1CCCCC1OC(=O)c1ccc(Cl)cc1Cl (stereo unspecified)	0	-3	12	-2
32	Cc1ccc(S(=O)(=O)N2CCOCC2)cc1NC(=O)CNC(C)c1ccccc1 (stereo unspecified)	12	-8	-4	2
33	O=C(CSc1nc2nn(-c3ccccc3)c(=O)c-2c2n1CCCCC2)Nc1ccc(OC(F)F)cc1	12	-27	-18	0
34	O=S(=O)(c1ccc2oc3ccc(S(=O)(=O)N4CCCCC4)cc3c2c1)N1CCCCC1	4	2	-5	0
35	O=C(NN=C1CCCC1)c1cc(-c2ccc(F)cc2)nc2ccccc12	-12	-5	-6	-1
36	C/C(=N\NC(=O)Cc1ccc([N+](=O)[O-])cc1)c1cccnc1	-1	-17	-3	2
37	Nc1nonc1C(=O)NCCNCc1cc(Br)ccc1OCc1ccccc1F	1	-9	-10	-4
38	CCN1CCN(c2nc(Nc3cc(OC)ccc3OC)nc(Nc3cc(OC)ccc3OC)n2)CC1	8	-15	-15	-2
39	CCc1nc2ccccc2c(C(=O)OCC(=O)Nc2cccc(S(=O)(=O)N3CCOCC3)c2)c1C	15	-2	-21	10
40	O=C(CCc1nc2ccccc2[nH]1)N1CCN(C(=O)c2ccco2)CC1	-16	6	2	-1

#	HKDC1 inhibitor	SENP8 inh	MPTP inh	SENP7 block
31	-5	9	-1.6	0
32	-1	2	-0.9	2
33	0	6	-0.2	-3
34	-3	26	2.8	12
35	0	-50	-0.6	5
36	2	3	0.1	10
37	-2	11	84*	-2
38	0	29	-3.1	4
39	-3	7	-0.8	-1
40	7	10	-1.0	1

(next part)
#	Molecule	PfGluPho inh	SENP6 block	ATG4B inhibitor	GRIN3A LBD mod
41	Cc1csc(NC(=O)c2ccc3c(=O)n4c(nc3c2)CCCCC4)n1	8	-27	6	-1
42	Cc1ccc(S(=O)(=O)N2CCN(C(=O)CN3CCOCC3)C2)cc1	5	3	-8	0
43	O=C(O)C1CCCCC1C(=O)NCCc1ccc(F)cc1 (stereo unspecified)	-11	-7	-5	-1
44	C/C(=C1/SC(N2CCOCC2)=NC1=O)c1ccc(Br)cc1	-9	-23	8	0
45	CC(C)(CNC(=O)c1ccc(Br)o1)CNC(=O)c1ccc(Br)o1	12	5	-4	2
46	COC(=O)NC1(C(=O)O)CCCC1	-19	-30	-4	1
47	Cc1ccc(N2C(S)=C(C#N)C(=O)NC2c2cccs2)cc1 (stereo unspecified)	19	8	1	-2
48	COc1ccc(Nc2nc3ccccc3nc2C)cc1	-2	3	3	-1
49	Cc1nc(N)sc1C(=O)N/N=C/c1ccco1	9	3	-3	2
50	O=C(COC(=O)c1ccc(NS(=O)(=O)c2cccs2)cc1O)NC1CCCCC1	-19	-18	-3	-4

#	HKDC1 inhibitor	SENP8 inh	MPTP inh	SENP7 block
41	2	5	1.0	-9
42	-6	16	1.9	2
43	-11	6	-1.7	-1
44	-2	26	-1.0	-1
45	-6	1	-0.7	-3
46	-4	12	1.0	-8
47	7	2	-1.1	-6
48	-7	-2	-1.0	9
49	4	-14	-0.4	3
50	-2	12	3.6	3

Some values from the results shown:
SENP8 inh, Cc1csc(NC(=O)c2ccc3c(=O)n4c(nc3c2)CCCCC4)n1 reads 5
PfGluPho inh, C/C(=C1/SC(N2CCOCC2)=NC1=O)c1ccc(Br)cc1 reads -9

5 compounds drawn at random from those above:
#	Molecule	PfGluPho inh	SENP6 block	ATG4B inhibitor	GRIN3A LBD mod
44	C/C(=C1/SC(N2CCOCC2)=NC1=O)c1ccc(Br)cc1	-9	-23	8	0
43	O=C(O)C1CCCCC1C(=O)NCCc1ccc(F)cc1 (stereo unspecified)	-11	-7	-5	-1
42	Cc1ccc(S(=O)(=O)N2CCN(C(=O)CN3CCOCC3)C2)cc1	5	3	-8	0
41	Cc1csc(NC(=O)c2ccc3c(=O)n4c(nc3c2)CCCCC4)n1	8	-27	6	-1
47	Cc1ccc(N2C(S)=C(C#N)C(=O)NC2c2cccs2)cc1 (stereo unspecified)	19	8	1	-2

#	HKDC1 inhibitor	SENP8 inh	MPTP inh	SENP7 block
44	-2	26	-1.0	-1
43	-11	6	-1.7	-1
42	-6	16	1.9	2
41	2	5	1.0	-9
47	7	2	-1.1	-6

(further entries)
#	Molecule	PfGluPho inh	SENP6 block	ATG4B inhibitor	GRIN3A LBD mod
51	CC1Sc2ccc(S(=O)(=O)CCC(=O)N3CCN(c4ccccc4F)CC3)cc2NC1=O (stereo unspecified)	0	-9	-6	1
52	c1ccc2c(c1)nc1n2CC2CON(C3CCCCC3)C12 (stereo unspecified)	-10	0	2	1
53	CC(=O)Nc1ccc(NC(=O)C(C)OC(=O)C2CC(=O)N(CCc3ccccc3)C2)cc1 (stereo unspecified)	-13	-12	-11	-1
54	CC(C)c1nc(C(=O)N2CCCC(CCC(=O)N(C)CCc3ccccn3)C2)cs1 (stereo unspecified)	-10	-10	38	-2
55	Cc1ccc(Cl)cc1N1CCN(C(=O)c2ccc3c(c2)CCN3S(C)(=O)=O)CC1	x	-8	x	x
56	CC1=NNC(=O)/C1=C\c1cn(-c2ccccc2)nc1-c1ccccc1	11	x	11	-6

#	HKDC1 inhibitor	SENP8 inh	MPTP inh	SENP7 block
51	-3	11	-3.5	-4
52	-4	-20	-0.9	9
53	-3	1	-1.2	-3
54	-11	10	1.5	-7
55	x	2	-0.8	7
56	18	13	-6.4	x
